Growth percent in the NCI-60 one-dose screen (48 h, 10 µM unless noted): 100 = growth as untreated, 0 = no growth, -100 = all killed.
KM12: KM12 colon cancer cells | 5% of 82,000 active | AID 1794800
U251: U251 CNS tumor cells; 5.4% of 80,000 active; AID 1794753
SNB-19: SNB-19 CNS cancer cells | 2.5% of 81,000 active | AID 1794751
SF-268: SF-268 CNS cancer cells; 3.1% of 82,000 active
SNB-75: SNB-75 CNS cancer | 5% of 79,000 active | AID 1794750
HCT-116: HCT-116 colon cancer; 7.3% of 82,000 active
SF-295: SF-295 CNS cancer cells; 5.6% of 79,000 active
HCC-2998: HCC-2998 colon cancer; 4.7% of 79,000 active; AID 1794799
SF-539: SF-539 CNS cancer | AID 1794752 | 6.8% of 81,000 active
* marks the source's active call; other numbers are inactive results; nt = not tested or not shown; & = joins results of further samples; [ ] = remark or other dose. Rule for the calls: active = growth percent below 10; inactive = the rest. Random draw from the library; overall some 11% were active at least once.

mol	KM12	U251	SNB-19	SF-268	SNB-75	HCT-116	SF-295	HCC-2998	SF-539
CCCCCOc1ccc(C(=O)/C(Br)=C/C(=O)O)cc1	107	87	99	98	74	89	112	nt	100
COc1ccc(-c2cc(-n3nnnc3-c3ccccc3)no2)cc1	100	94	101	98	95	98	100	91	88
COc1cc(-c2nn(-c3cccc(NC(=O)Nc4ccccc4)c3)cc2-c2ccncc2)ccc1Cl	74	85	90	81	nt	87	nt	119	90
COc1ccc(NC(=O)c2cc(NCc3cc(O)ccc3O)ccc2O)cc1	88	91	90	81	101	97	115	107	87
CCCS(=O)(=O)Oc1ccc(C(=O)CC2(O)C(=O)Nc3ccccc32)cc1 (centres undefined)	105	90	97	102	77	99	103	106	95
CC(C)(C)c1ccc(C(=O)N2CCOC23CCCCC3)cc1	92	94	109	95	99	92	92	101	93
COC(=O)C(N)CSC(c1ccccc1)(c1ccccc1)c1ccccc1 (centres undefined)	18	23	64	28	31	16	nt	13	-12*
Cc1ccc2sc3c(c2c1)Oc1nc[nH]c(=O)c1C3c1cccc(F)c1 (centres undefined)	100	97	93	104	84	89	109	118	100
COc1ccccc1C(CNc1oc(-c2cccs2)nc1C#N)N(C)C (centres undefined)	97	97	102	95	70	85	99	103	95
COc1ccc(/C=N/NC(=O)C[N+](C)(C)C)cc1S(=O)(=O)O	103	102	109	109	105	119	104	107	101
NC(=S)Nc1ccc(Br)cc1	100	101	96	89	91	97	118	111	91
Cn1c(=O)c2c(=O)c(C#N)c(-c3ccc(Cl)cc3)[nH]c2n(C)c1=O	80	65	75	68	67	54	58	94	63
Cc1nn(C)c(Cl)c1[N+](=O)[O-]	127	107	97	129	110	100	121	nt	101
Cc1c(C(=O)NCCC(=O)NO)sc2ncnc(Nc3ccc(NC(=O)Nc4ccccc4)cc3)c12	103	97	98	97	80	103	95	98	90
NC(=S)Nc1c(Br)cc(Br)cc1Br	104	107	107	98	95	103	125	101	100

mol	KM12	U251	SNB-19	SF-268	SNB-75	HCT-116	SF-295	HCC-2998	SF-539
O=C1c2cccc3c(-c4ccc(-c5nc6c7ccccc7c7ccccc7c6[nH]5)cc4)ccc(c23)C(=O)N1CCO	90	81	93	96	93	79	97	95	86
CC(=O)Nc1ccc(-n2cnc3cc(-c4ccc(O)cc4)ccc32)c(C)c1	25	73	75	90	29	85	82	88	72
COc1ccc2c(c1)sc1nc(-c3ccccc3)c(-c3cccnc3)n12	106	96	103	111	95	79	97	nt	102
Cn1cc(-c2ccc3nc(-c4ccc(CC(=O)Nc5cc(C(C)(C)C)no5)cc4)cnc3c2)cn1	6.9*[30 µM]	37[30 µM]	54[30 µM]	27[30 µM]	27[30 µM]	15[30 µM]	23[30 µM]	47[30 µM]	16[30 µM]
COC(=O)c1oc2c(C(=O)/C=C/c3ccc(OC)cc3)c(OCCCN3CCCCC3)ccc2c1C	-12*	12	38	-2.6*	34	1.4*	12	-45*	-56*
C=C1C(=O)O[C@H]2[C@H]1CC/C(Cn1cc(CCC)nn1)=C\CC[C@@]1(C)O[C@@H]21	81	74	73	68	76	-56*	72	74	-25*
COc1ccc(-c2cc(-c3ccc(N(C)C)cc3)nc(NC(=O)c3ccncc3)n2)cc1	98	98	90	98	nt	94	105	100	97
COc1cc(N(C)C)ccc1/C=C/C(=O)c1cc(C(=O)c2ccc(Br)cc2)n2ccc(C)cc12	104	99	99	102	106	95	105	116	99
Nc1nc(SCc2cccc([N+](=O)[O-])c2)c2[nH]cnc2n1	100	95	92	90	89	101	94	112	103
COc1ccc2c(-c3ccc(F)cc3)c(C#N)c(=NC(C)=O)oc2c1	30	40	34	53	34	25	38	60	28
CCCCN1CC(Br)C(=O)NC1=O (centres undefined)	103&99	83&84	104&93	83&94	89&87	69&69	104&95	104&103	98&111
CCOC(=O)c1cc2c([nH]1)-c1nc(N)sc1CCC2	91	82	97	67	81	85	97	101	83
CN1CCc2nc3sc(C(=O)c4ccccc4)c(N)c3cc2C1	87	87	93	98	90	93	83	89	86
NC(N)=NCCCC(=O)O	102	108	nt	100	89	104	102	101	108
CCOC(=O)/C=C/CC1CCNC1 (centres undefined)	102	97	98	112	98	106	111	78	97

mol	KM12	U251	SNB-19	SF-268	SNB-75	HCT-116	SF-295	HCC-2998	SF-539
COc1ccnc(CS(=O)c2nc3ccc(OC(F)F)cc3[nH]2)c1OC (centres undefined)	104	82	102	98	93	99	120	118	97
O=C(O)/C=C/C(=O)Nc1cc(Cl)ccc1Cl	99	99	99	98	73	115	96	101	101
c1ccc(Nc2nnc(-c3cc(-c4cccnc4)n(-c4ccccc4)n3)o2)cc1	112	81	105	120	108	108	74	109	108
CC1=CC(=O)/C(=C/N2C(=O)CNC2=S)C(=O)O1	97	101	107	104	92	96	102	89	100
Cc1cc(=O)n(C)c(SCC(=O)Nc2ccc(Br)cc2)n1	96	92	102	92	101	100	101	99	nt
Nc1nnnn1-c1cccc([N+](=O)[O-])c1	105	97	96	102	95	101	78	nt	104
O=C(O)C(CCc1ccccc1)NCc1ccccc1 (centres undefined)	100	107	97	98	90	91	103	97	90
CCC(C)[C@@H]1N[C@@]2(C(=O)Nc3ccccc32)[C@@H](c2ccc(F)cc2)[C@@H]1C(=O)c1ccc(O)cc1 (some centres undefined)	88	90	84	78	97	86	83	84	85
CC1CC(C#N)C(=O)O1 (centres undefined)	104	101	94	107	85	91	92	88	92
O=C1c2ccccc2C(=O)N1CNCCCNCN1C(=O)c2ccccc2C1=O	116	102	104	111	83	108	98	117	102
CC(=O)Nc1ccc(NC(=O)Nc2cccc(-c3nc(-c4ccc(NC(=O)c5cccs5)cc4Cl)no3)c2)cc1C(F)(F)F	-50*	-57*	-34*	-39*	-73*	-22*	-63*	-65*	-87*
O=C(NNc1ncnc2ccccc12)Nc1ccc(Cl)cc1	100	108	101	100	80	102	103	111	107
CCN1CC2=C(Nc3nc(SC)[nH]c(=O)c3C2c2ccc(OC)cc2)/C(=C/c2ccc(OC)cc2)C1 (centres undefined)	98	91	94	106	85	74	97	96	111
COc1cc(CNC(=O)/C=C/c2ccc3c(c2)OCO3)ccc1O	100	102	89	98	84	99	94	97	89
O=C(NN=C1CCCC1)c1ccc([N+](=O)[O-])cc1	88	97	98	89	84	104	105	78	101

5 entries out of the list, sorted by formula weight, lowest first:
mol	KM12	U251	SNB-19	SF-268	SNB-75	HCT-116	SF-295	HCC-2998	SF-539
Nc1nnnn1-c1cccc([N+](=O)[O-])c1	105	97	96	102	95	101	78	nt	104
O=C(NN=C1CCCC1)c1ccc([N+](=O)[O-])cc1	88	97	98	89	84	104	105	78	101
CC1=CC(=O)/C(=C/N2C(=O)CNC2=S)C(=O)O1	97	101	107	104	92	96	102	89	100
O=C(O)/C=C/C(=O)Nc1cc(Cl)ccc1Cl	99	99	99	98	73	115	96	101	101
CC(=O)Nc1ccc(NC(=O)Nc2cccc(-c3nc(-c4ccc(NC(=O)c5cccs5)cc4Cl)no3)c2)cc1C(F)(F)F	-50*	-57*	-34*	-39*	-73*	-22*	-63*	-65*	-87*

The list goes on:
mol	KM12	U251	SNB-19	SF-268	SNB-75	HCT-116	SF-295	HCC-2998	SF-539
COc1cc2oc(-c3cccc(NC(=O)[C@@H](N)C(C)C)c3)cc(=O)c2c(OC)c1OC	101	92	95	107	124	99	97	109	96
CCCCC(S(C)(=O)=O)S(C)(=O)=O	97	105	103	106	95	106	nt	117	89
O=C1C(c2cccc3ccccc23)=C(c2c[nH]c3ccccc23)C(=O)N1CCN1CCOCC1	103	103	101	93	61	105	99	105	109
CCN(CC)c1cccc(O)c1	110&105	110&100	101&105	105&104	82&90	104&93	93&125	113&98	102&115
COc1ccc(-n2c(Cn3nc(C)cc3-c3ccc(Cl)cc3)nnc2SCC(=O)Nc2ccc(S(N)(=O)=O)cc2)cc1	97	88	86	102	83	79	70	101	99
O=C(/C=C/c1ccccc1)c1cccc(N=Cc2ccccc2O)c1	86	65	91	91	93	29	99	115	102
COc1cccc(/C=C2\Oc3cc(OC)ccc3C2=O)c1	103	102	100	95	84	104	97	107	101
O=C(CCSCCC(=O)N/N=C/c1ccccc1O)N/N=C\c1ccccc1O	99	88	96	87	92	104	nt	94	94
CCOC(=O)CC(C)(C)C1CC1	107	104	99	105	97	103	98	95	102
CC(C)c1cccc(C(C)C)c1NC(=O)OC1CCCCC1C (centres undefined)	104&96	102	93&98	90&100	84&87	92&85	102&68	101&101	98&96
COc1ccc(-c2nnc(/N=C3/C(=O)Nc4ccccc43)o2)cc1	100	104	94	99	81	97	101	112	96
CC(Oc1ccc(Cl)cc1Cl)C(=O)NC(Cc1ccccc1)C(=O)O (centres undefined)	108	103	110	105	104	103	104	nt	107
CCCCC1(O)CCCC1	104	nt	98	106	104	103	93	100	94
O=[N+]([O-])c1ccc(S(=O)(=O)c2ccccc2)cc1	110	105	nt	110	113	96	96	115	99
CSc1nccc(C2=CNN=C(N)S2)n1	107	106	93	99	89	83	102	95	124

Nothing new here: entries from further up.
mol	KM12	U251	SNB-19	SF-268	SNB-75	HCT-116	SF-295	HCC-2998	SF-539
COc1ccc(-c2nnc(/N=C3/C(=O)Nc4ccccc43)o2)cc1	100	104	94	99	81	97	101	112	96
CC(Oc1ccc(Cl)cc1Cl)C(=O)NC(Cc1ccccc1)C(=O)O (centres undefined)	108	103	110	105	104	103	104	nt	107
CCCCC1(O)CCCC1	104	nt	98	106	104	103	93	100	94
O=[N+]([O-])c1ccc(S(=O)(=O)c2ccccc2)cc1	110	105	nt	110	113	96	96	115	99
CSc1nccc(C2=CNN=C(N)S2)n1	107	106	93	99	89	83	102	95	124

(next part)
mol	KM12	U251	SNB-19	SF-268	SNB-75	HCT-116	SF-295	HCC-2998	SF-539
c1cnc2[nH]cc(-c3nc(-c4ccsc4)cs3)c2c1	89	90	102	80	91	90	101	115	94
CC(C)N1CC(C)(C)NC1=S	106	103	105	108	95	105	112	104	101
O=C(CC1CCCC(CC(=O)c2ccccc2)N1CCc1ccccc1)c1ccccc1 (centres undefined)	69	70	85	94	87	48	nt	nt	98
C(=C(\C1=NCCN1)n1cnc2ccccc21)/c1ccc2ccccc2c1	69	87	81	82	73	67	78	72	82
CC12CCC(CC1)C2(C)C	120	107	100	113	116	104	111	102	119
O=C1NC(Cc2ccccc2)C(=O)O1 (centres undefined)	105	99	105	108	101	100	102	102	106
COc1ccc2cc(-c3ccc(C(=O)N/N=C/c4ccc(OCc5ccccc5)cc4)c(C)n3)ccc2c1	82	89	73	66	97	50	89	79	84
CCOC(=O)c1cc2ccccc2oc1=O	106	nt	101	100	92	107	99	108	103
CCN(CC)c1nc(NNC(=O)c2ccccc2)nc(N(CC)CC)n1	106	104	91	107	90	103	106	121	112
CCOC(=O)c1ccc(/C=C/c2ccccc2)cc1	91	86	92	95	103	100	97	77	97
COc1ccc(-c2nc(SCC(C)C)nc(N/N=C\c3ccc([N+](=O)[O-])cc3)c2C#N)cc1	99	102	96	96	114	83	102	114	99
O=C(Nc1ccccc1)C1CN(Cc2ccco2)CCS1 (centres undefined)	95	104	96	94	79	90	86	98	99
OC(CNC1CCCCC1)Cn1c2ccc(I)cc2c2cc(I)ccc21 (centres undefined)	74	73	86	92	50	65	47	94	77
CCN(CC)Cc1c(O)ccc2c(=O)c(-c3ccc(OC)c(OC)c3)coc12	110	129	104	110	99	108	100	109	103
OCCOc1ccccc1-c1ccccc1	98	99	106	96	101	107	100	107	104

mol	KM12	U251	SNB-19	SF-268	SNB-75	HCT-116	SF-295	HCC-2998	SF-539
Clc1ccc(-c2nc(-c3cccs3)no2)cc1	103	85	105	102	89	98	108	102	102
O=C(Cn1c(/C=C/c2cccc([N+](=O)[O-])c2)nc2ccccc2c1=O)Nc1ccc(Cl)cc1	106	106	96	111	nt	94	96	129	89
O=S(=O)(NC(CI)CI)c1ccccc1	85	64	82	81	82	70	nt	91	89
CC(=O)c1ccc(Nc2nc(SCCC(C)C)nc(-c3ccccc3)c2C#N)cc1	111	105	105	122	139	107	106	112	105
Cc1cccc(NC(=O)COC(=O)c2ccc(S(=O)(=O)N3CCCC3)cc2)c1C	116	105	113	108	88	101	132	118	98
O=Cc1nc2ccccc2c(/C=C/c2ccc(Cl)cc2)c1C(=O)c1ccccc1	101	98	91	95	81	98	99	106	96
COCOc1ccc2c(=O)c(C)c(C(=O)N[C@@H](Cc3ccccc3)C(O)C(=O)NCc3ccccc3)oc2c1 (some centres undefined)	111	98	96	112	nt	92	103	106	97
C/C=C(C)/C=N/Nc1nc(-c2ccc(C)cc2)cs1	89	87	91	91	91	71	88	100	92
CC(=O)c1ccc(NS(=O)(=O)c2c(O)c3cc(Cl)ccc3oc2=O)cc1	98	99	104	101	99	101	99	106	100
Cc1ncn(-c2ccc(/C=N/Nc3ccnc4cc(Cl)ccc34)cc2)c1C	-26*	-82*	42	22	-24*	-84*	-73*	-45*	-61*
N#Cc1c(Nc2ccccc2)nn2c(-c3ccc(Br)cc3)ccnc12	101	99	102	101	109	99	102	104	96
Cc1nn(CC(O)c2ccccc2)c(N)c1C(=O)N/N=C\c1ccc(OC(F)F)c(Oc2ccccc2)c1 (centres undefined)	99	94	91	97	97	97	103	104	94
COC(=O)[C@@]1(O)C=Cc2nc3ccccc3c(=O)n21	98	97	97	96	98	93	103	111	101
N#C/C(=C\c1c(O)ccc2ccccc12)c1ccc([N+](=O)[O-])cc1	73	70	84	63	11	86	nt	106	49
O=C1Nc2ccc(Cl)cc2/C1=N\N=C\c1ccsc1	89	92	86	95	64	93	99	108	96
O=C1CCC(N2Cc3c(CNC(=O)c4ccc(F)cc4)cccc3C2=O)C(=O)N1 (centres undefined)	99	98	95	103	57	107	92	105	99

Compound activity deposited in PubChem BioAssay by NCI.
